DT40 TDP1 CPT: growth inhibition of DT40 Tdp1-/-;hTDP1 cells with camptothecin (screen for TDP1 inhibitors); chicken DT40 Tdp1-/-;hTDP1 cells + 20 nM CPT, ATP luminescence, 48 h; 420,000 compounds, 12% hits; AID 686979; Potency, µM (titrated, usually from 46.2 µM), for the others: at the highest dose activity change, negative = growth inhibition, usual class: inhibitors; also: nearly all actives have a fitted effect of over 55% in size
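Chicken DT40 Tdp1-/- cells stably complemented with human TDP1 were seeded at 400 cells/well in medium containing 20 nM camptothecin, exposed to pin-transferred compounds, and grown at 37 °C for at least 48 hr. Viability was read as ATP luminescence.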
TDP1 cell noCPT: qHTS for Inhibitors of human tyrosyl-DNA phosphodiesterase 1 (TDP1): qHTS in cells in absence of CPT | DT40 Tdp1-/- hTDP1 cells, no CPT, ATP luminescence, 48 h | Potency, µM (highest dose often 46.2 µM), for inactives: at the highest dose activity change, negative = growth inhibition, most hits filed as inhibitors | 420,000 compounds, 15% hits; also: nearly all actives have a fitted effect of over 55% in size
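Chicken DT40 Tdp1-/- cells complemented with human TDP1, screened without camptothecin (DMSO vehicle only), 400 cells/well. Compounds pin-transferred, cells incubated at 37 °C for at least 48 hr. Growth read as ATP-dependent luminescence (CellTiter-Glo, 30 min at RT).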
TDP1 block: inhibitors of human tyrosyl-DNA phosphodiesterase TDP1; AID 485290; recombinant TDP1, AlphaScreen DNA substrate cleavage; Q9NUW8; Potency, µM (titrated, usually from 130 µM), inactives show at the top dose activity change, negative = inhibition, usual class: inhibitors; 350,000 compounds, 0.28% hits; also: nearly all actives have a fitted effect of over 40% in size
Target sequence (Q9NUW8 whole entry, looked up): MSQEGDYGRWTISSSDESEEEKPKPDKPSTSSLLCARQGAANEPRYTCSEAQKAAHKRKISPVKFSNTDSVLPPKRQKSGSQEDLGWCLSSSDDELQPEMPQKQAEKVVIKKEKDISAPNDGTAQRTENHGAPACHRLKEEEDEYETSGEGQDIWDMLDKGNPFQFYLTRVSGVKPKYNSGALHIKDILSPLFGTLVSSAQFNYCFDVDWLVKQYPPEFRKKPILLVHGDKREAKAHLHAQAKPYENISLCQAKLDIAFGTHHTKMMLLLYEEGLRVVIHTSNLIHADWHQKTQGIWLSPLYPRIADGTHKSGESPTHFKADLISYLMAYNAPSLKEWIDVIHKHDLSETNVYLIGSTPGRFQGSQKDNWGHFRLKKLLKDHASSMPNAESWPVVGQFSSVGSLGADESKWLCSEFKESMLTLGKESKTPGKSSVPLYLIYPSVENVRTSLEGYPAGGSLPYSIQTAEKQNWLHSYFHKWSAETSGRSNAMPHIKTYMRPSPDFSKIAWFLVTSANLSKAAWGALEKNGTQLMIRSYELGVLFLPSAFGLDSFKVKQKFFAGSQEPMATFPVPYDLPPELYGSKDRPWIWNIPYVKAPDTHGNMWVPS
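Enzyme-compound mixtures sat 15 min at room temperature, followed by a 5 min reaction with 15 nM final substrate and 10 min with AlphaScreen beads. Recombinant human Tdp1 was used at 1 nM final.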
The depositor's hits bear a star; ? = inconclusive; · = no result given; [ ] = another dose, or the depositor's remark. Calls follow the shape of the dose curve; as a rule, active = well fitted curve in the direction sought with a large enough effect; inconclusive = small, poorly fitted or top-dose-only effect, or another doubt; inactive = no such curve, though single readings can be large; an effect the other way counts as inactive or inconclusive. % is scaled to controls: 0 for no effect and ±100 for the full control effect; potency is read from the fitted curve at half-maximal effect.

SMILES | DT40 TDP1 CPT | TDP1 cell noCPT | TDP1 block
CCCCNC(=O)C(NC(=O)c1ccc(=O)[nH]c1)C(=O)c1ccccc1 (stereo not given) | 9% | 10% | ·
COc1ccc(OC)c(C(c2nnnn2Cc2ccccc2)N2CCN(C)CC2)c1 (stereo not given) | -2% | -5% | 4%
CCC1CCCCN1CCCNC(=O)c1ccc2c(c1)c(C)c(C)n2C (stereo not given) | ? | -8% | 8%
O=C(Oc1ccccc1)N1CCC2(CCCN(c3ccccc3)C2)CC1 | 0% | -20% | ·
COC(=O)[C@]12CCCCC=C1N(CCc1ccc(OC)c(OC)c1)C(=O)[C@H](CC(=O)NCc1cccc(C(F)(F)F)c1)C2 | ? | 16µM* | ·
COc1ccc(OC)c(NC(=O)C2(C)CCN2Cc2ccc(SC)cc2)c1 (stereo not given) | 7% | -30% | ·
Cc1ccc(NC(=O)CNC(=O)c2ccc3c(c2)OCO3)nc1 | 5% | -1% | 0%
CCOC(=O)c1scc(-c2ccccc2)c1S(=O)(=O)Nc1ccccc1F | ? | ? | 2%
CCOC(=O)c1c(NC(=O)COC(=O)Cn2cnc3c2c(=O)n(C)c(=O)n3C)sc(C)c1CC | 6.5µM* | -22% | ·
O=S(=O)(Nc1ccncc1)c1cc(Cl)c(Cl)cc1Cl | 24% | -24% | 3%
COc1ccc(CNC(=O)c2cc(-c3ccc(OC)c(OC)c3)on2)cc1 | 0% | 9% | 0%
CCCCCCCCN1C(=O)[C@H](CC(=O)NCc2cccc3ccccc23)C[C@@]2(C(=O)OCC)CCCC=C12 | ? | 16µM* | ·
O=C(c1ccco1)N1CCC(c2ccccc2)C1 (stereo not given) | -27% | ? | 3%
Cc1ccc(C)c(CN2CCC(CNC(=O)C(CC(C)C)N3Cc4ccccc4C3=O)CC2)c1 (stereo not given) | ? | 12µM* | 4%
Cc1cccc(C(=O)OCC(=O)N2CCN(C(=O)c3ccco3)CC2)c1O | -11% | -14% | 1%
Cn1c(SCC(=O)NCc2ccco2)nnc1-c1cccs1 | 7% | -13% | 4%
O=C(O)c1cccc([N+](=O)[O-])c1C(=O)Nc1nc2ccccc2s1 | -3% | -23% | -2%
CCOC(=O)CC(NC(=O)c1cc2cc(OC)ccc2oc1=O)c1ccc(OC)cc1 (stereo not given) | ? | -6% | -1%
O=C(NCCCN1CCCC1=O)c1ccccc1NS(=O)(=O)c1ccc(Br)cc1 | -1% | 1% | -1%
Cc1ccc(Nc2nc(CSc3nnc(-c4cccs4)o3)cs2)cc1 | -18% | ? | 7%
COC(=O)\C(C(C)=O)=C(/C=C/C=C/N(C)C)N(C)C | -3% | -5% | 22µM*
CN(C)c1ncc2nc(-c3ccc(F)cc3)c(=O)n(-c3ccccc3)c2n1 | -2% | 28% | ·
CCc1ccc(OC(=O)CN2C(=O)c3ccccc3C2=O)cc1 | -5% | 0% | ·
Cc1ccc2c(CC(=O)NCc3ccco3)coc2c1C | 13µM* | 12µM* | 6%
Cc1c(Cl)cccc1NC(=O)CNc1ccccc1F | -21% | -23% | -3%
CC(C)=CCN1CCN(Cc2ccc(Oc3ncccn3)cc2)CC1CCO (stereo not given) | -1% | -2% | -2%
Cc1cccc(C(=O)Nc2c(-c3ccccc3)nc3cc(C)ccn23)c1 | ? | 21µM* | 6%
CCOc1ccccc1C(=O)N1c2ccccc2Sc2ccccc21 | 10µM* | 13µM* | -1%
COc1ccc(CNC(=O)Cn2c(=O)n3nc(-c4ccc(OC)cc4)nc3c3ccccc32)cc1 | 0% | -24% | 0%
Fc1ccc(N2CCN(c3cnc4ccccc4n3)CC2)cc1 | ? | -14% | ·

An excerpt from above in order of heavy-atom count, falling.
SMILES | DT40 TDP1 CPT | TDP1 cell noCPT | TDP1 block
CCOC(=O)c1c(NC(=O)COC(=O)Cn2cnc3c2c(=O)n(C)c(=O)n3C)sc(C)c1CC | 6.5µM* | -22% | ·
Cc1ccc(Nc2nc(CSc3nnc(-c4cccs4)o3)cs2)cc1 | -18% | ? | 7%
Fc1ccc(N2CCN(c3cnc4ccccc4n3)CC2)cc1 | ? | -14% | ·

Going on with the list:
SMILES | DT40 TDP1 CPT | TDP1 cell noCPT | TDP1 block
O=C(CCC(=O)N1CCOc2ccccc21)NCCCN1CCCCC1 | 5% | -5% | ·
Cn1c(=O)c2c(SCC(=O)NCc3ccco3)nc(CC(C)(C)C)nc2n(C)c1=O | ? | 18µM* | 2%
COc1cccc(-c2ccnc3[nH]n(-c4ccccc4)c(=O)c23)c1 | ? | ? | 3%
CCN(CC)S(=O)(=O)c1cccc(-c2cn3cccnc3n2)c1 | -1% | -12% | 0%
COc1ccc(/C=C/C(=O)OCC(=O)NC2CCCC(C)C2C)cc1S(=O)(=O)N1CCOCC1 (stereo not given) | 4% | 7% | 5%
COc1ccc(OC)c(/C=N\Nc2nccs2)c1 | ? | ? | ·
O=C(/C=C/c1cccc([N+](=O)[O-])c1)OCC(=O)N1CCCCC1 | 12% | 5% | ·
N/C(=N\c1nc2ccccc2o1)NC(=O)c1ccccc1Br | ? | 16µM* | 9%
Cc1cc(-c2ccccc2)c(C#N)c(N)n1 | -19% | -19% | 1%
CCOc1ccc(OCC)c(NS(=O)(=O)c2cc(-c3cc(C)no3)ccc2C)c1 | -22% | -12% | 3%
COCCCNC(=O)CCc1c(C)nc2c(c(C)nn2-c2ccccc2)c1C | -18% | -13% | ·
C/C(=C\C(=O)O)C(=O)Nc1nccs1 | 3% | -10% | 3%
O=C(O)c1ccc(N/N=C/c2cn(Cc3ccc(F)cc3)c3ccccc23)cc1 | ? | ? | 5%
Cc1cc(C)n(-c2ncnc3sc4c(c23)CC(C)CC4)n1 (stereo not given) | -5% | -16% | 0%
CN(C)c1ccc(CN(C(=O)c2cccs2)C2CCS(=O)(=O)C2)cc1 (stereo not given) | 5% | -11% | 10%

Reformatted with two lines to a compound: entries from further up.
Under each structure – DT40 TDP1 CPT	TDP1 cell noCPT	TDP1 block
COc1ccc(CNC(=O)Cn2c(=O)n3nc(-c4ccc(OC)cc4)nc3c3ccccc32)cc1
→ 0%	-24%	0%
Fc1ccc(N2CCN(c3cnc4ccccc4n3)CC2)cc1
→ ?	-14%	·
O=C(CCC(=O)N1CCOc2ccccc21)NCCCN1CCCCC1
→ 5%	-5%	·
Cn1c(=O)c2c(SCC(=O)NCc3ccco3)nc(CC(C)(C)C)nc2n(C)c1=O
→ ?	18µM*	2%
COc1cccc(-c2ccnc3[nH]n(-c4ccccc4)c(=O)c23)c1
→ ?	?	3%
CCN(CC)S(=O)(=O)c1cccc(-c2cn3cccnc3n2)c1
→ -1%	-12%	0%
COc1ccc(/C=C/C(=O)OCC(=O)NC2CCCC(C)C2C)cc1S(=O)(=O)N1CCOCC1 (stereo not given)
→ 4%	7%	5%
COc1ccc(OC)c(/C=N\Nc2nccs2)c1
→ ?	?	·
O=C(/C=C/c1cccc([N+](=O)[O-])c1)OCC(=O)N1CCCCC1
→ 12%	5%	·
N/C(=N\c1nc2ccccc2o1)NC(=O)c1ccccc1Br
→ ?	16µM*	9%
Cc1cc(-c2ccccc2)c(C#N)c(N)n1
→ -19%	-19%	1%
CCOc1ccc(OCC)c(NS(=O)(=O)c2cc(-c3cc(C)no3)ccc2C)c1
→ -22%	-12%	3%
COCCCNC(=O)CCc1c(C)nc2c(c(C)nn2-c2ccccc2)c1C
→ -18%	-13%	·
C/C(=C\C(=O)O)C(=O)Nc1nccs1
→ 3%	-10%	3%
O=C(O)c1ccc(N/N=C/c2cn(Cc3ccc(F)cc3)c3ccccc23)cc1
→ ?	?	5%
Cc1cc(C)n(-c2ncnc3sc4c(c23)CC(C)CC4)n1 (stereo not given)
→ -5%	-16%	0%
CN(C)c1ccc(CN(C(=O)c2cccs2)C2CCS(=O)(=O)C2)cc1 (stereo not given)
→ 5%	-11%	10%

(listing goes on)
SMILES | DT40 TDP1 CPT | TDP1 cell noCPT | TDP1 block
COC(=O)c1ccc(NC(=O)c2cc3cc4ccc(OC)c(Cl)c4nc3s2)cc1 | -20% | -9% | 3%
O=C(Nc1cccc(C(F)(F)F)c1)c1ccco1 | -7% | -10% | 3%
Cc1ccc([C@@H]2[C@@H]3C(=O)N(C)C(=O)[C@@H]3[C@]3(C)C(=O)N(Cc4ccccn4)CC(=O)N23)o1 | 1% | 1% | ·
NC(Cc1cccc2nsnc12)C(=O)O (stereo not given) | -5% | -3% | 6%
CCOc1cc(/C=C2/C(=O)ON=C2C)ccc1O | -17% | 5% | ·
OC(c1ccc(F)cc1)c1nc(-c2cc3ccccc3o2)cs1 (stereo not given) | ? | ? | ·
CC1(C)COC(c2ccc(F)c([N+](=O)[O-])c2)=N1 | 16µM* | 16µM* | -6%
CCCCOc1ccc(Br)cc1/C(C)=N/NC1=NCCN1 | 4.6µM* | 4.1µM* | 6%
COC(=O)CC1C(C)(C)C(=O)C2CC3C4=CC(=O)OC(c5ccoc5)[C@]4(C)CCC3[C@@]1(C)C2=O (stereo not given in full) | 2% | -5% | 10%[56.1 µM]
O=c1n(Cc2ccc(Cl)cc2)c2sc3c(c2c2ncnn12)CCCC3 | ? | 15µM* | 2%
CC(C)CS(=O)(=O)c1oc(-c2ccc(F)cc2)nc1S(=O)(=O)c1ccccc1 | 0.41µM* | 0.46µM* | 2%
O=C(NCc1ccncc1)c1ccc(Br)cc1 | -20% | -15% | 10%
CCC(C)(C)NC(=O)C1c2ccccc2Oc2ccccc21 | 1% | -10% | 5%
O=C(NC(=S)Nc1cccc(C(F)(F)F)c1)c1ccc2nonc2c1 | ? | ? | 5%
CN1CCN(c2ccc(NC(=O)N3CCc4ccccc43)cc2)CC1 | -1% | 11% | ·
COc1ccc(NC(=O)COC(=O)c2c3c(nc4ccccc24)CCCC3)cc1 | ? | ? | 7%
Cc1sc(-n2c(C)cc(C=O)c2C)c(C(=O)O)c1C | -2% | -15% | 2%
O=S(=O)(c1ccc2nc(Cc3cccc(C(F)(F)F)c3)[nH]c2c1)N1CCOCC1 | 0% | -13% | 5%
O=C(NC(c1ccc(Cl)cc1)c1ccsc1)C1CCN(Cc2ccc(Oc3ccccc3)cc2)CC1 (stereo not given) | 2.6µM* | 2.6µM* | ·
Cn1c2ccccc2c2ncn(CCN3CCOCC3)c(=O)c21 | -2% | -8% | -1%
COc1cc(OC)cc(C(=O)N[C@H](C(=O)OCC(=O)Nc2ccc(C(C)C)cc2)C(C)C)c1 | 12% | -5% | 3%
CCn1c(COc2ccccc2)nnc1SCC(=O)Nc1cc(C)ccc1OC | ? | ? | 1%
Cc1ccc(S(=O)(=O)CC(=O)Nc2nnc(C(C)(C)C)s2)cc1 | 7% | 0% | 12%
CC(C)Nc1nc(Cl)nc(NN(C)c2nc(N(C)C)nc(N(C)C)n2)n1 | -7% | -24% | 5%
O=C(NCc1n[nH]c(=S)n1-c1ccccc1)c1ccc(S(=O)(=O)N2CCOCC2)cc1 | 9% | 9% | 0%
CCO/C(C)=N/Oc1cnc2ccccc2c1 | -12% | -19% | ·
CCOc1ncccc1C(=O)OCC(=O)NCc1ccccc1 | 5% | 13% | 1%
C=C(C)CNC(=O)C1CCC(=O)N(CCCc2ccccc2)C1 (stereo not given) | 16% | 4% | ·
O=C(Cn1cnc2ccccc2c1=O)OCCCCN1C(=O)c2ccccc2C1=O | ? | ? | 6%
O=C(c1ccc(Oc2ccccc2)cc1)c1nc2c(n1O)CCCC2 | -26% | -24% | 5%
CC1CC(=O)N(CC(=O)Nc2ccccc2F)c2ccccc2S1(=O)=O (stereo not given) | 4% | 27% | 2%
Cc1ccccc1NC(=O)c1cc2sccc2n1Cc1ccc(F)cc1 | ? | 26µM* | 6%
Cc1cc(Cl)ccc1OCCCC(=O)N1CCCc2ccccc21 | ? | ? | ·
CCC1(c2ccccc2)NC(=O)N(CC(=O)NC2(C#N)CCCCC2)C1=O (stereo not given) | -5% | 7% | ·
Cc1cc2cc(CNC(=O)c3ccc(S(=O)(=O)N(C)C)cc3)ccc2n1C | -13% | -11% | -5%
Cc1ccsc1/C=N/NC(=O)C(=O)NCC(C)C | 13% | -6% | 0%
Cc1cc(C(=O)N2CCN(C/C=C/c3ccccc3)CC2)no1 | 4% | -6% | 6%
COc1ccccc1N1CCN(C(=O)Cc2c(C(=O)O)c(C)cn2C)CC1 | -1% | -8% | 3%
COC(=O)c1cnn(-c2ccccc2)c1/C=N/NC(=S)Nc1ccccc1 | ? | 21µM* | 10%
COC(=O)c1cccc(NC(=O)Cc2nc(-c3ccccc3)sc2-c2ccc(C)cc2)c1 | ? | 18µM* | 5%
COc1ccc2[nH]c3c(c2c1)CCN(C(=O)CCC1CCCC1)C3c1ccc(F)cc1 (stereo not given) | ? | ? | 12%
CC(=O)Nc1c(O)nc(SCc2ccccc2C#N)[nH]c1=O | 13% | 7% | 2%
Cc1ccc(S(=O)(=O)CCC(=O)Nc2cccc(Cl)c2)cc1 | -18% | 24% | ·
Cc1nc(NC(=O)C(C)(C)C)sc1C(=O)Cn1cc(CCCC#N)nn1 | 1% | -20% | ·

From PubChem
